High-throughput results (PubChem)
CSM14.1 death rescue – protection against thapsigargin-triggered cell killing – 384-well, CSM14.1, ATP luminescence, primary screen (AID 1222). 190,000 tested, under 10 active. cellular ATP content (survival), % at 20 µM; hits with a dose series show EC50 in µM. CSM14.1 thapsigargin-induced death rescue, ATP luminescence; higher % means a stronger effect;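 active = EC50 below 50 µM in the dose-response confirmation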;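 note: death triggered by thapsigargin at about 15 µM added after 2 h compound pretreatment; cell ATP read after overnight thapsigargin exposure of roughly 18 to 22 hours; normalized against plate controls of thapsigargin alone and 5% DMSO vehicle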
Autophagy HCS – alters autophagy in cells | calls only at 10 µM (by protocol) | 0.98% of 190,000 active | MEF GFP-LC3 puncta imaging; test concentration mostly 10 µM;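 active = percentage of spot-positive cells more than 3 SD above its plate mean, without a fluorescence outlier flag or 80% toxicity; inconclusive = no clear call, values can overlap the other calls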;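 note: spot-positive cell cutoff set from DMSO-treated cells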
Dynein cargo inh – dynein cargo transport inhibition; 3617.4 mouse cells, GR-EGFP nuclear translocation imaging; test concentration mostly 20 µM; stimulated with dexamethasone, 1 µM; hits give low values; z-score, hits read low; 0.47% of 220,000 active; AID 1381;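 active = plate z-score of nuclear minus cytoplasmic receptor signal below a set negative limit, without overly bright fluorescence or cell loss, cut at about -3.5 in these data, passing the limit was not always enough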;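 note: z-score of nuclear minus cytoplasmic ring GR-EGFP intensity difference per well; some compounds called inactive have numbers as strong as hits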
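Buffer or medium: tet-free medium with charcoal-stripped serum / Also added: dexamethasone agonist, 1.0 µM final, for 30 min / Timing: induction 48 h, compound 1 h, agonist 30 min / Measured by: high-content fluorescence imaging after fixation / Read-out: nuclear-to-cytoplasmic GR-EGFP distribution per well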
Lipid droplet – modulators of hepatic lipid droplet formation. AML12 mouse hepatocytes, oleate lipid droplets, BODIPY imaging. inhibition, % at 6.5 µM. 0.4% of 240,000 active;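 active = lipid droplet intensity inhibited by at least 50%, with more than 500 cells counted; inconclusive = wells with under 300 cells, treated as cytotoxic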
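Assay system: AML12 mouse liver cells | Compound dosing: One dose, 6.5 µM compound | Read-out basis: Droplet intensity reduction, % inhibition | Measured by: Fluorescence imaging, 20x objective, two fields per well | Schedule: Overnight treatment with compound plus oleate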
XIAP displacement – small molecules displacing peptide from XIAP – biochemical, IAP family, fluorescence polarization (AID 1018); XIAP BIR domain, fluorescence polarization peptide displacement; higher % means a stronger effect; one-dose displacement, % at 20 µM; IC50 in µM for titrated hits; 0.007% of 200,000 active; in the data active = displacement above about 50%; note: a part of the inactive calls stands beside numbers as strong as those of hits
MT stabilizer – microtubule stabilizers in HeLa cells | HeLa tubulin immunostaining HCS, 24 h; share of cells brighter than vehicle mean+2SD | % tubulin-high responders, % at 10 µM | 0.83% of 200,000 active;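 active = plate Z-score above 3 for both tubulin-high and condensed-nucleus cell shares, with cell loss under 80%, at 10 µM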;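 note: anti alpha tubulin signal scored within the nucleus-defined area of each cell; some results filed as inactive read as strong as hits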
WT yeast gro inh – growth inhibition of WT yeast, mitochondrial fusion screen. mitochondrial fusion phenotypic screen, WT strain. 2.1% of 190,000 active. inhibition, % at 10 µM; in the data active = inhibition above about 58%; tested in S. cerevisiae
Ins promoter up – MIN6 insulin promoter up-regulation; AID 1625; MIN6 insulin promoter-GFP reporter, high-content imaging; hits give high values; 0.3% of 190,000 active; z-score at 5 µM;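 active = z-score above 3 at 5 µM with at least 500 cells counted in the well; inconclusive = wells under 500 cells, flagged as cytotoxic or low count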
b-catenin transl – modulators of beta-catenin nuclear translocation. HeLa beta-catenin nuclear translocation, immunofluorescence imaging. nuclear translocation activity, % at 5 µM. 0.3% of 190,000 active. AID 1665;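 active = nuclear translocation activity above 50% at 5 µM, with a well cell count of 50 or more; inconclusive = wells under 50 cells across six images, flagged as toxic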;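 note: per-cell ratio of nuclear to cytoplasmic median beta-catenin stain intensity; plate controls were DMSO negative control for no effect and GSK-3 inhibitor IX positive control for full effect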
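Test system: human HeLa cells, native beta-catenin. Compound dosing: 5 µM primary single dose, 0.1% DMSO, 0.02–20 µM confirmation series. Incubation: compound exposure 24 h at 37°C. Detection: beta-catenin immunostaining with DAPI counterstain, 20x imaging, 6 fields/well. Read-out basis: Nuclear/cytoplasmic beta-catenin signal ratio, % activation.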
WT yeast gro inh mutant strain – also measured in WT yeast gro inh; calls as there; inhibition, %; mitochondrial fusion phenotypic screen, mutant strain inhibition
Dynein cargo inh cytoplasmic EGFP – further read-out of Dynein cargo inh, marked with its call; z-score; measured here: cytoplasmic GR-EGFP intensity; hits give high values
Dynein cargo inh nuclear GR-EGFP – recorded beside Dynein cargo inh, whose call it bears; z-score; measured here: nuclear GR-EGFP intensity;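 lower value marks the stronger effect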
Dynein cargo inh cell count – further read-out of Dynein cargo inh, marked with its call; z-score; measured here: cell count per field
Ins promoter up cell count – also measured in Ins promoter up; calls as there; cell count; measured here: cytotoxicity, nuclei count;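 total cells summed across four imaged fields per well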
Lipid droplet cells 6.5 µM – second read-out of Lipid droplet, no call of its own (marks repeat the call); cell count; measured here: cell count, cytotoxicity flag;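 cells counted across two imaged fields per well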
b-catenin transl cell count 5 µM – recorded beside b-catenin transl, whose call it bears; cell count; measured here: cell count, cytotoxicity flag
MT stabilizer Hoechst-high % – also measured in MT stabilizer; calls as there; % Hoechst-high responders; measured here: nuclear condensation Hoechst responders;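 share of cells brighter than vehicle mean plus two SD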
MT stabilizer cytotoxicity % – also measured in MT stabilizer; calls as there; toxicity, %; measured here: cytotoxicity by cell density;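 0% = mean cell density of plate MIN control wells and 100% = no cells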
Autophagy HCS cell loss 18 h – also measured in Autophagy HCS; calls as there; toxicity, %; measured here: cell loss, nuclei count;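 cell loss after 18 h compound exposure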
* = called active by the depositor; i = inactive; ? = inconclusive; . = not tested or not shown.

SMILES	CSM14.1 death rescue	Autophagy HCS	Autophagy HCS cell loss 18 h	Dynein cargo inh	Dynein cargo inh cytoplasmic EGFP	Dynein cargo inh nuclear GR-EGFP	Dynein cargo inh cell count	Lipid droplet	Lipid droplet cells 6.5 µM	XIAP displacement	MT stabilizer	MT stabilizer Hoechst-high %	MT stabilizer cytotoxicity %	WT yeast gro inh	WT yeast gro inh mutant strain	Ins promoter up	Ins promoter up cell count	b-catenin transl	b-catenin transl cell count 5 µM
O=C(Cn1c(=O)oc2ccccc21)Nc1ccc(S(=O)(=O)N2CCCCC2)cc1	-2.2%	i	0	-0.32	-0.26	0.2	-0.82	-12	638	-3.2%	2.6	0.6	51	2	-4	-0.09	1736	1.7	986
Cc1ccc(-n2nc(C)c(/C=N/NC(=O)c3cccnc3)c2Cl)cc1	-1.5%	i	-7	1.8	-0.17	0.58	-1.5	4	666	-9.9%	5.9	3.0	8.0	-19	-6	-0.02	1231	.	.
CCCOc1ccc(C(=O)NCc2cccnc2)cc1	-1.8%	i	8	-0.18	-0.29	-0.29	0.45	18	763	-2.0%	3.0	1.0	1.3	-2	2	-0.24	861	-5.1	1176
CN(Cc1ccccc1)C(=S)NC(=O)C1CCCCC1	-1.7%	i	13	-0.93	-0.16	-0.64	0.45	41	724	-4.3%	2.4	2.8	9.8	2	1	0.14	1300	1.2	1049
Cc1cc(=S)nc(-c2ccccn2)[nH]1	.	.	.	-0.34	-0.018	0.28	0.92	-15	635	.	.	.	.	.	.	-0.19	921	0.9	1296
Cc1ccc(SCc2ccc(C(=O)Nc3ccccc3Br)cc2)cc1	0.4%	i	-10	-0.51	-0.22	-0.28	0.66	-7	679	1.5%	2.6	2.2	5.4	4	-1	0.03	1461	-1.7	1170
Cc1cccc2sc(NNC(=O)c3ccc4c(c3)OCCO4)nc12	-5.6%	i	-2	-0.043	-0.013	0.99	-1.1	-15	739	-15%	4.7	3.1	0.2	-15	-8	3.4*	1215*	1.1	540
COc1ccc(N(CC(=O)NCCSc2ccccn2)S(C)(=O)=O)cc1	3.8%	i	4	-0.55	-0.19	-0.39	0.27	-2	787	0.7%	2.7	1.8	4.7	8	23	-0.83	925	-4.0	1171
CCOc1ccc(NC2=C(OC)C(=O)c3ccccc3C2=O)cc1	5.6%	i	24	-0.51	-0.34	-0.52	1.5	12	656	-2.4%	1.5	6.5	0.5	35	23	-0.22	1187	3.8	394
C/C(=N\Nc1nc(N)cc(Cl)n1)c1cccc(N)c1	-1.0%	i	-7	0.26	-0.22	-0.23	-0.54	17	659	-15%	1.8	1.2	6.8	-6	-22	0.19	1277	-2.4	1034
COc1ccccc1OCCn1cc(/C=N/NC(N)=S)c2ccccc21	-2.7%	i	-2	0.79	-0.1	0.61	-0.2	-44	734	-4.4%	1.3	3.2	8.7	22	22	.	.	-0.9	536
CCc1ccc(N2C(=O)CN(Cc3ccc(OC)c(OC)c3)C2=S)cc1	-2.0%	i	28	0.88	-0.25	0.71	-0.33	45	712	-9.4%	3.7	2.1	0.4	13	-1	-0.33	1536	-0.4	1127
Cc1ccccc1OCC(=O)NN1C(=O)C2C3C=CC(O3)C2C1=O (stereo not drawn)	-1.2%	i	7	1.5	-0.18	1.1	-1.8	-6	639	1.0%	2.4	1.2	6.3	3	2	-0.45	1600	-5.0	1141
Cc1cc(NCc2ccco2)nc(N2CCC(C(=O)NC3CCCCC3)CC2)n1	-0.3%	i	-23	-0.2	-0.23	0.0091	0.41	-13	697	-7.0%	2.7	2.1	7.2	-8	-13	.	.	-0.2	928
CC(C)CC(NC(=O)OC(C)(C)C)c1cn([C@@H](Cc2cc3ccccc3[nH]2)C(=O)N2CCN(C(=O)OC(C)(C)C)CC2)nn1 (stereo partly drawn)	i	i	14	-0.21	-0.23	0.16	-0.59	-5	725	-2.9%	1.2	0.8	13	-6	-6	-1.3	1257	-1.6	1150
CC1(C)CC(c2nc(-c3ccc(Cl)cc3)cs2)CCS1 (stereo not drawn)	-1.2%	i	-26	-0.45	-0.19	0.28	-0.26	.	.	-5.6%	2.9	1.6	8.5	66*	48*	0.25	1445	1.5	1382
Cc1csc(NC(=O)CSc2ccccc2F)n1	-3.2%	i	9	-0.75	-0.25	-0.27	0.99	-12	741	-9.1%	3.9	2.7	5.7	3	8	0.36	1337	-0.5	1154
CCC(C)(C)c1ccc(OCCCC[n+]2ccc(C)cc2)c(C(C)(C)CC)c1	-1.5%	i	22	-3.6*	2.1*	-2*	-3.7*	-24	666	-3.6%	57	4.6	50	99*	98*	?	.	9.0	634
C/C(=N\NC(=O)COc1ccc(C(C)(C)C)cc1)c1ccccc1	-0.4%	i	-3	0.041	-0.26	0.043	0.54	-3	706	-0.4%	2.6	2.9	9.3	55	3	0.05	1331	-1.5	1115
CC(C)n1nnnc1SCC(=O)NCc1ccc2c(c1)OCO2	-0.6%	i	-2	-1.1	-0.19	-0.37	0.1	.	.	0.6%	2.1	1.8	4.0	1	7	-0.56	1545	-0.3	1301
Nc1cc(N)nc(SCC(=O)c2ccc3c(c2)NC(=O)CO3)n1	-0.4%	i	-12	1.2	0.028	1.1	-1.1	-2	649	-1.9%	1.7	0.7	3.2	-4	-7	0.93	1186	0.8	1029
COc1cc(/C=C2\SC(=S)N(CCC(=O)Nc3ccccc3)C2=O)cc(OC)c1OC	-0.3%	i	9	-0.86	0.81	-0.16	0.81	3	709	-6.4%	2.4	1.1	1.5	-6	-10	0.33	1342	-1.4	1027
O=[N+]([O-])c1nn(-c2ccc3c(c2)OCCO3)n(O)c1=Nc1ccccc1	-4.5%	i	17	-0.31	-0.19	-0.39	0.2	15	542	-1.5%	2.8	2.4	7.4	24	23	-0.07	1305	1.0	928
COc1ccc(NC(=O)Cn2nnc(-c3ccccc3F)n2)cc1Cl	0.8%	i	3	-0.34	-0.2	0.065	-0.59	-1	642	1.0%	2.1	2.1	3.6	8	11	0.42	1888	-0.1	1066
Cc1ccc(CCNC(=O)C2CCCN(C(=O)c3cc4sccc4n3C)C2)cc1 (stereo not drawn)	0.2%	i	-1	-0.66	-0.26	0.17	-0.16	0	658	-8.0%	3.4	2.0	8.1	16	-1	0.61	1274	.	.

Single entries from above.
C/C(=N\NC(=O)COc1ccc(C(C)(C)C)cc1)c1ccccc1 in MT stabilizer has 2.6
CCc1ccc(N2C(=O)CN(Cc3ccc(OC)c(OC)c3)C2=S)cc1 in b-catenin transl cell count 5 µM has 1127

More records
SMILES	CSM14.1 death rescue	Autophagy HCS	Autophagy HCS cell loss 18 h	Dynein cargo inh	Dynein cargo inh cytoplasmic EGFP	Dynein cargo inh nuclear GR-EGFP	Dynein cargo inh cell count	Lipid droplet	Lipid droplet cells 6.5 µM	XIAP displacement	MT stabilizer	MT stabilizer Hoechst-high %	MT stabilizer cytotoxicity %	WT yeast gro inh	WT yeast gro inh mutant strain	Ins promoter up	Ins promoter up cell count	b-catenin transl	b-catenin transl cell count 5 µM
Cc1cc(C(=O)Nc2cccc3ncccc23)no1	-0.9%	i	-4	-0.27	-0.26	0.18	0.21	.	.	-7.5%	3.5	3.9	6.6	3	-24	0.43	1391	0.8	1369
Cc1ccc(C)c(S(=O)(=O)N2CCN(CC(=O)Nc3ccc4c(c3)OCCO4)CC2)c1	-2.7%	i	31	0.02	0.06	0.42	-0.091	-16	748	-6.6%	1.1	1.0	2.1	10	4	-0.37	756	1.0	1192
CCOc1ccccc1NC(=O)C1CCN(S(=O)(=O)c2c(C)nn(C)c2C)CC1	0.4%	i	10	-0.088	-0.28	0.062	0.31	.	.	-2.6%	1.7	4.8	1.6	7	6	0.02	865	.	.
COc1ccc(NC(=S)NCCc2c[nH]c3ccccc23)cc1	-0.2%	i	14	-0.96	-0.23	-0.28	0.81	-4	701	-15%	3.2	2.2	1.5	-18	0	-0.28	1170	-2.6	556
COc1ccc(Cl)cc1NC(=O)N1CCN(CCc2ccccc2)CC1	.	i	-2	0.33	-0.14	-0.021	0.33	5	690	-4.5%	2.1	1.4	5.8	6	12	1.8	1028	-0.8	948
Cc1ccc(Nc2nc(CSc3nnc(-c4cccnc4)n3-c3ccccc3C)cs2)cc1	-2.1%	i	-6	0.24	2.8	1.1	-0.43	4	780	-8.3%	4.6	1.3	12	32	-6	1	1212	-5.6	528
Cc1nc2sc(C(c3ccco3)N3CCOCC3)c(O)n2n1 (stereo not drawn)	-2.3%	i	-6	-0.25	-0.22	0.19	0.8	0	729	-3.2%	4.9	2.4	7.2	-12	9	0.45	1081	2.7	1091
O=c1cc(CN2CCN(c3cccc(Cl)c3)CC2)c2cc(O)c(-c3ccccc3)cc2o1	-1.0%	i	-19	-0.38	-0.2	0.26	1.4	-3	648	-7.2%	3.5	2.0	11	22	20	0.58	1724	-0.4	1134
Cc1nc(-c2ccc(Cl)cc2)sc1C1(C)CC(c2ccccc2F)=NO1 (stereo not drawn)	.	.	.	-1	-0.74	-0.32	0.25	1	652	.	.	.	.	.	.	-0.54	980	-1.6	1380
COc1ccc(C2=NN(C(=O)CN3CCCCC3)C(c3ccc(C)cc3)C2)cc1 (stereo not drawn)	1.2%	i	4	-0.17	-0.25	0.5	-0.098	23	694	-0.5%	3.3	2.3	4.7	9	5	-0.12	1647	-6.9	1133
